# Abeta rescue = restores growth of yeast expressing A-beta42 peptide; Potency, µM (highest dose often 46.1 µM), for the others: at the top dose growth rescue, hits mostly activators; AID 1347071; 410,000 tested, 0.063% active; yeast expressing A-beta42, growth rescue, OD600, 48 h; response scale: 0% DMSO, 100% iron-clioquinol control; also: potency is read from the fitted curve at half-maximal effect; nearly all actives have a fitted effect of over 55% in size
#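 Yeast A-beta toxicity model in growth medium with pinned compounds, 48 h at 30 C; growth read as absorbance at 600 nm. Normalized to FeCl3/clioquinol equimolar mix (positive) and DMSO (negative).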
# EPAC1 antag = EPAC1 (human) antagonism; 360,000 tested, 0.14% active; Potency, µM (doses to about 115 µM), for the others: at the top dose activity change, negative = inhibition, actives largely listed as inhibitors; EPAC1 GEF assay, Rap1b-BODIPY-GDP exchange fluorescence; O95398;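 also: potency is read from the fitted curve at half-maximal effect; plate controls were vehicle for no effect and positive control for full effect; nearly all actives have a fitted effect of over 50% in size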
# EPAC1 ag = agonists of human EPAC1; 360,000 tested, 0.073% active; Potency, µM (highest dose often 154 µM), inactives show at the highest dose activation, usual class: activators; AID 720707; O95398; EPAC1 agonist qHTS, biochemical assay; response scale: 100% = response to 6.5 mM cAMP; also: potency is read from the fitted curve at half-maximal effect; nearly all actives have a fitted effect of over 60% in size
#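 Fluorescent GDP-exchange assay: 100 nM EPAC1 with 250 nM Rap1B preloaded with BODIPY-GDP and 50 uM GDP; compounds tested as concentration series, 5 min at room temperature, then read every 5 min for 30 min (ex 480/em 540 nm); normalized to 6.5 mM cAMP.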
# FUS yeast rescue = rescues growth of FUS-expressing yeast. S. cerevisiae FUS-expressing, growth rescue, OD600, 24 h. Potency, µM (titrated, usually from 76.6 µM), for the others: at the top dose growth rescue (activation), actives largely listed as activators. 390,000 tested, 0.24% active. AID 1347120;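 also: potency is read from the fitted curve at half-maximal effect; plate controls were DMSO vehicle for no effect and reference control for full effect; nearly all actives have a fitted effect of over 55% in size; some results filed as inactive show a strong effect at the top dose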
#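 FUS-expressing yeast, raffinose-pregrown, induced in 2% galactose minimal medium at OD 0.005; compounds in a dilution series, 24hr at 30C. Growth restoration read as absorbance at 600 nm. CP55940 positive control, DMSO negative.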
# PI5P4Ka inh = inhibitors of human PI5P4K alpha; max response, %; 330,000 tested, 1.2% active; P48426; PI5P4Kalpha enzyme, ADP-Glo luminescence, 60 min; hits give low values; active = max response of -50% or lower; inconclusive = between -30% and -50%; inactive = -30% or higher; also: value at the top dose of about 77 µM; % is scaled to controls: 0 for no effect and ±100 for the full control effect
# Target sequence (P48426 whole entry, looked up): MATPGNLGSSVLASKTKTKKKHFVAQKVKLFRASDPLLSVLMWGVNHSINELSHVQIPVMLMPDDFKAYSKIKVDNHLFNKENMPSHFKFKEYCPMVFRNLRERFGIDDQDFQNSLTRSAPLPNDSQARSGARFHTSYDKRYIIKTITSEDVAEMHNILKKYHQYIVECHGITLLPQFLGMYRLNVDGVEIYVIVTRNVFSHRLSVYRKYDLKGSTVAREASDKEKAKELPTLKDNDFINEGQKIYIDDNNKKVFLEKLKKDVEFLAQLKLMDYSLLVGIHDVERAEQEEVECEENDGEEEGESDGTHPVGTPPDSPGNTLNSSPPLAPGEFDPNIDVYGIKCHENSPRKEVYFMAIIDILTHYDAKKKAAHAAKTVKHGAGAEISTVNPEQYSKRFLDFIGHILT
#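 Compounds were pin-transferred onto PI5P4Kalpha and substrate in HEPES pH 7.4 buffer with EGTA, CHAPS and 5% DMSO. ATP (5 microM final) started the reaction, which ran 60 minutes at room temperature before ADP-Glo detection.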
# IL2 activator = IL-2 activation | IL-2 activation reporter assay, cell-based qHTS; stimulated with anti-CD3/CD4/CD28 beads; in transgenic mouse T cells | activation, % (series mostly up to about 46 µM) | 360,000 tested, 0.065% active; in the data active = activation above about 50%; inconclusive = mostly about 30% to 49%; also: 0% is about no effect
#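 Readout is EGFP and DsRed signal by fluorescent plate cytometry after 18 h at 37 degrees C. Transgenic mouse T cells (750/well) received compound for 60 min before bead stimulation (anti-CD3, anti-CD4, anti-CD28); memory T cells served as non-tolerant control.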
# WRN inhibitor = WRN helicase (human) inhibition. WRN helicase unwinding, fluorescent forked duplex, kinetic. Potency, µM (top dose mostly 114 µM), inactives show at the top dose activity change, negative = inhibition, actives largely listed as inhibitors. 360,000 tested, 0.46% active. AID 651768; also: potency is read from the fitted curve at half-maximal effect; % is scaled to controls: 0 for no effect and ±100 for the full control effect; nearly all actives have a fitted effect of over 55% in size
#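 Kinetic fluorescence helicase assay: unwinding of a quenched forked DNA duplex (100 nM final) with 2 mM ATP final raises red fluorescence (525/598 nm). Compounds sat 15 min at room temperature with 20 nM WRN beforehand.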
# PLK1 PBD block = inhibitors of human PLK1 polo-box domain binding; Potency, µM, without a hit: max response, negative = inhibition, usual class: inhibitors; 360,000 tested, 2.8% active; P53350; Plk1 PBD binding of FITC phosphopeptide, fluorescence polarization; AID 720504; also: potency is read from the fitted curve at half-maximal effect; series mostly up to about 57 µM; % is scaled to controls: 0 for no effect and ±100 for the full control effect; nearly all actives have a fitted effect of over 65% in size
# Target sequence (P53350 whole entry, looked up, the tested form may be a part): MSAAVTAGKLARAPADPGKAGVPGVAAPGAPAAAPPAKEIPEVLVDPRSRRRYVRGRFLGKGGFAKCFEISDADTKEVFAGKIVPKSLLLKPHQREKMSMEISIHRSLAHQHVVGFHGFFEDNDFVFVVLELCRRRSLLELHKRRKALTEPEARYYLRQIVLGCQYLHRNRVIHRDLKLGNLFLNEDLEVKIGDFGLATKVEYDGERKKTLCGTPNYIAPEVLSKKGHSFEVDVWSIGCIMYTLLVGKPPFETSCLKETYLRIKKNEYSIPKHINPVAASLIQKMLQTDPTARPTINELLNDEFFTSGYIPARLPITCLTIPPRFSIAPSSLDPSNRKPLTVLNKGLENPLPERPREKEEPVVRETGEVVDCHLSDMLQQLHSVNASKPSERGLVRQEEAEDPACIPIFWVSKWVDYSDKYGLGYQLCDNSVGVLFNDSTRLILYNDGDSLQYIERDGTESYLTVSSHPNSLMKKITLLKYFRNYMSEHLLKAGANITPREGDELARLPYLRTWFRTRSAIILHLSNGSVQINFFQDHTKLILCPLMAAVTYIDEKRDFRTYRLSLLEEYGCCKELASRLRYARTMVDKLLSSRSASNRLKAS
# Starred values were filed as active, the others as inactive; u = inconclusive; x = not tested or not shown; [ ] = remark or other dose. Unless noted, calls follow the shape of the dose curve; as a rule, active = well fitted curve in the direction sought with a large enough effect; inconclusive = small, poorly fitted or top-dose-only effect, or another doubt; inactive = no such curve, though single readings can be large; an effect the other way counts as inactive or inconclusive.
SMILES,Abeta rescue,EPAC1 antag,EPAC1 ag,FUS yeast rescue,PI5P4Ka inh,IL2 activator,WRN inhibitor,PLK1 PBD block
O=C(CCS(=O)(=O)c1ccc2c(c1)NC(=O)CS2)NCc1cccs1,-5.3%,30.4%[activator],-16.6%,23.9%,-1.2,0.4,4.3%,-7.8%
O=C(/C=C/c1ccc(Br)o1)Nc1nccs1,-9.5%,-0.5%,-15.5%,-1.5%,u,0.1,-6.3%,21.2µM*
Cc1nnc(SCC(=O)N/N=C/c2cc(Cl)c(O)c(Cl)c2)s1,8.6%,7.8%,7.2%,-0.1%,-78.7*,0.0,-14.0%,-20.0%
CCCNC(=O)C1CN(S(=O)(=O)c2ccc(C)cc2)c2ccccc2O1 (stereo unspecified),3.5%,2.1%,-0.3%,-15.1%,10.0,-0.5,2.1%,3.3%
COc1ccc(CCNC(=O)N[C@@H](Cc2ccccc2)C(=O)O)cc1,0.1%,1.6%,6.7%,-30.2%,3.0,-0.5,-1.6%,-3.8%
COCCn1c(SCC(=O)NCc2ccc3c(c2)OCO3)nnc1-c1c[nH]c2ccccc12,-0.5%,-4.7%,-8.6%,1.4%,-3.5,-1.7,-4.2%,-7.6%
O=C(CSc1nnc(-c2ccco2)n1Cc1ccco1)NCc1cccs1,1.0%,2.2%,6.3%,7.5%,-3.1,-0.5,4.9%,-19.8%
CCCCN(C)C(=O)c1cc2cc([N+](=O)[O-])cc(OC)c2oc1=O,-11.0%,u,4.0%,6.3%,1.7,-2.9,4.5%,u
CC1CN(Cc2nc3c(c(=O)n(C)c(=O)n3C)n2CCCO)CC(C)O1 (stereo unspecified),-20.9%,18.5%,0.6%,u,x,-4.3,-3.9%,-4.7%
COc1ccccc1OCc1ccc(C(=O)Nc2ccccc2)cc1,-5.4%,-15.6%,7.6%,2.4%,-2.0,0.3,-0.8%,-1.4%
COCC(C)NCc1cc(Br)ccc1OC (stereo unspecified),-6.4%,-22.5%,-1.7%,8.0%,3.8,-0.8,-13.7%,-5.3%
CCC(=O)N1c2ccc(S(=O)(=O)N3CCN(c4cc(C)ccc4C)CC3)cc2CC1C (stereo unspecified),33.1%,5.9%,-4.1%,44.5%,6.4,-0.9,-4.1%,2.2%
CSC1=C(C#N)C(c2ccc3c(c2)OCO3)C2=C(CCCC2=O)N1 (stereo unspecified),-4.8%,-19.6%,11.3%,29.4%,x,-2.3,3.0%,-12.9%
CC(C)=CCC[C@](C)(O[C@@H]1O[C@H](CO[C@@H]2O[C@H](CO)[C@@H](O)[C@H](O)[C@H]2O)[C@@H](O)[C@H](O)[C@H]1O)C1CC[C@]2(C)C1C(=O)CC1[C@@]3(C)CC[C@H](O[C@H]4O[C@@H](CO)[C@H](O)[C@@H](O)[C@@H]4O)C(C)(C)C3CC[C@]12C (stereo partly specified),9.4%,-5.6%,-9.3%,u,3.5,-0.2,1.8%,-5.3%
O=C(CN1C(=O)c2ccccc2C1=O)NCCc1c[nH]c2ccccc12,3.4%,-7.2%,-4.4%,-6.2%,3.0,-2.8,-7.9%,-4.5%
O=C(CCn1nc(-c2ccc(Cl)cc2)ccc1=O)N1CCN(c2ccccc2)CC1,-9.2%,-9.0%,-2.4%,21.4%,2.9,-0.2,0.3%,-4.1%
COC(=O)N/N=C(\C)c1ccc2ccccc2c1OC(F)F,4.2%,-7.5%,-3.7%,-27.4%,4.4,-0.5,-4.7%,-1.5%
CCOC(=O)c1[nH]c(C)c(C(=O)NCc2ccc(OC)cc2)c1C,7.0%,u,-3.4%,-25.3%,-5.0,-2.6,3.7%,-2.1%
O=C(CSC1=NS(=O)(=O)c2ccccc21)Nc1ccccc1,-3.5%,8.4%,-11.9%,-16.7%,-10.2,-2.0,9.8%,10.6µM*
COc1cc(C)ccc1OCCCOc1ccccc1Br,6.2%,-2.4%,3.3%,x,0.5,-3.0,-20.3%,-0.7%
Cc1cc(C(=O)Nc2ccc(Cl)cc2)c(C)n1-c1ccccc1,-34.9%[inhibitor],-23.4%,-1.2%,5.4%,2.1,-0.7,-21.4%,-6.4%
C=CCOc1ccc(/C=N/NC(=O)C2CCCC2)cc1OCC,1.9%,-0.3%,-3.5%,-1.9%,-2.7,-1.4,5.5%,-12.8%
Cc1c(NC(=S)NC(=O)c2ccc(COc3ccccc3)cc2)cccc1C(=O)O,5.0%,-26.6%,-7.8%,-2.0%,-17.6,-1.1,-9.4%,-21.0%
Cc1ccc(/C(O)=C2/C(=O)C(=O)N(CCCn3ccnc3)C2c2cccnc2)cc1 (stereo unspecified),-10.8%,-12.1%,5.1%,-0.3%,1.5,-2.7,1.7%,-1.8%
CC(C)n1cnnc1SCC(=O)Nc1cccnc1Cl,-12.8%,-3.2%,5.5%,10.4%,-4.8,1.3,-0.7%,-12.5%
CCCC(=O)Nc1nn(CC(C)C)c2nc3cc(C)ccc3cc12,3.4%,-17.7%,6.3%,-21.5%,-0.2,-2.5,5.3%,-12.9%
Cc1ccc(C2(C(F)(F)F)NC(=O)N3CCN=C3S2)cc1 (stereo unspecified),-1.8%,15.2%,-7.2%,1.7%,x,-1.8,3.1%,-10.1%
Cc1nnc(NC(=O)C2CC(=O)N(c3ccccc3)C2)s1 (stereo unspecified),3.8%,-15.6%,1.7%,14.3%,-17.2,0.0,-6.5%,-12.9%
O=C(Cn1c(=O)sc2ccccc21)Nc1nc2c(s1)CCCC2,0.1%,-8.3%,-11.8%,x,2.4,-0.4,-4.7%,1.0%
CC(C)(C)c1ccc(OCC(=O)NNC(=O)Cc2cccs2)cc1,14.4%,-12.1%,-8.9%,x,2.8,-0.9,-14.7%,-6.8%
CCN1CCC(n2nccc2NC(=O)c2ccccc2Cl)CC1,-11.1%,11.2%,-4.8%,21.8%,0.2,-3.1,5.7%,1.2%
COc1cccc(C(=O)Nc2c(C)n[nH]c2C)c1,4.9%,-1.6%,1.2%,6.2%,x,-2.7,-12.8%[57.1 µM],-9.4%
COC(=O)c1sccc1NC(=O)CSc1ccccc1NC(=O)CNC(C)C,-8.2%,-12.0%,2.1%,-6.4%,-1.4,0.0,-0.1%,2.8%
CCOc1cc(Br)ccc1S(=O)(=O)N1CC(C)OC(C)C1 (stereo unspecified),-19.4%,2.3%,-0.5%,-16.4%,x,-1.7,-0.5%,-8.5%
C=CCn1c(SCc2ccccc2C#N)nnc1-c1cc(Br)ccc1O,-16.5%,-16.2%,13.1%,u,x,-0.1,-30.8%,-7.5%
COc1ccc(NC(=O)NNC(=O)c2ccccc2-n2cccc2)cc1OC,-15.4%,-8.5%,-8.2%,8.5%,7.1,-0.9,-6.0%,4.3%
O=C(CN1C(=O)NC2(CCc3ccccc32)C1=O)c1ccc(F)cc1 (stereo unspecified),-1.2%,2.1%,-4.3%,29.4%,2.7,-1.1,-10.1%,-2.0%
NC(=O)c1ccsc1NC(=O)CN1C(=O)C2CC=CCC2C1=O (stereo unspecified),4.8%,-9.4%,6.4%,28.1%,-7.3,-0.1,-3.0%,-14.0%
CCOc1cc(C)c(Cl)cc1S(=O)(=O)n1nnc2ccccc21,14.6%,-6.2%,14.9%,-10.3%,-0.5,-0.4,1.0%,-1.3%
CCCC(=O)Nc1nnc(CCc2ccccc2)s1,3.3%,-2.6%,-5.8%,-3.7%,-6.6,0.1,0.1%,-0.2%

# Some of the entries so far, as tab-separated lines.
smiles	Abeta rescue	EPAC1 antag	EPAC1 ag	FUS yeast rescue	PI5P4Ka inh	IL2 activator	WRN inhibitor	PLK1 PBD block
NC(=O)c1ccsc1NC(=O)CN1C(=O)C2CC=CCC2C1=O (stereo unspecified)	4.8%	-9.4%	6.4%	28.1%	-7.3	-0.1	-3.0%	-14.0%
CCOc1cc(C)c(Cl)cc1S(=O)(=O)n1nnc2ccccc21	14.6%	-6.2%	14.9%	-10.3%	-0.5	-0.4	1.0%	-1.3%

# (further entries)
SMILES,Abeta rescue,EPAC1 antag,EPAC1 ag,FUS yeast rescue,PI5P4Ka inh,IL2 activator,WRN inhibitor,PLK1 PBD block
CCNC(=S)Nc1cc2oc3ccccc3c2cc1OC,u,-13.4%,-4.5%,9.9%,0.9,-2.1,3.1%,-7.2%
CC(=O)Nc1ccc(S(=O)(=O)Nc2nc3ccccc3nc2Nc2ccc3ccccc3c2)cc1,0.2%,7.6%,-5.8%,x,13.5,-0.8,-16.3%,23.8µM*
COc1ccccc1N1CCN(C(=O)c2ccc(CN3CCOCC3)cc2)CC1,-0.7%,-9.4%,9.9%,-26.7%,8.7,-2.0,-9.2%,1.9%
CC(C)(C)NC(=O)NCCc1ccccc1,11.4%,6.6%,-4.1%,-9.7%,4.9,-3.2,4.3%,3.0%
CN(c1ccccc1C(=O)N1CCc2ccccc2C1)S(C)(=O)=O,22.4%,1.8%,6.3%,12.1%,x,3.8,3.6%,-7.1%
CCc1nc2ccc(C(=O)N3CCN(C)CC3)cn2c1N(C)CCCc1ccccc1,7.2%,-5.3%,-2.7%,0.3%,-1.4,-0.5,-3.5%,-3.1%
CCOC(=O)c1c(-c2ccco2)csc1NC(=O)COC(=O)c1cnc(C)cn1,-3.7%,-10.8%,-8.2%,19.9%,-51.2*,-0.7,-29.8%,-12.4%
COc1ccc(OC)c(NC(=O)c2cccc(Cn3cc(Br)c([N+](=O)[O-])n3)c2)c1,-2.3%,-9.4%,12.4%,x,1.6,-0.1,-3.4%,-2.8%
O=C(Nc1ccccc1F)C1CCN(C(=O)NCc2ccccc2)CC1,-15.5%,7.5%,-5.8%,22.3%,4.3,-3.1,-5.9%,-7.6%
Cc1ccccc1-n1ncc2c1CC(C)(C)CC2NC(=O)CCN1Cc2ccccc2C1=O (stereo unspecified),2.8%,-15.3%,-10.1%,18.9%,1.6,-3.2,2.3%,-3.0%
CCC1(C)Cc2ccccc2C(Nc2c(C)n(C)n(-c3ccccc3)c2=O)=N1 (stereo unspecified),3.4%,-5.0%,2.8%,-6.9%,-1.7,-0.1,-5.4%,-6.5%
COc1ccc(N2C(=O)C3CCCN3C2c2cccc(C)c2)cc1Cl (stereo unspecified),19.2%,-0.4%,-2.8%,14.8%,x,1.1,-3.9%,2.5%
COc1ccc(OCC(O)Cn2c(Nc3cccc(C)c3)nc3c2c(=O)n(C)c(=O)n3C)cc1 (stereo unspecified),-9.7%,5.2%,-3.5%,6.7%,4.7,0.3,1.1%,-5.4%
CCOCCCNC1=C(Cl)C(=O)c2ccccc2C1=O,-86.2%[inhibitor],-9.4%,-11.6%,-1.5%,-93.4*,-2.9,-1.8%[11.6 µM],21.2µM*
Cc1cc(-n2c(C)cc(C(=O)CSc3nc4ccccc4c(=O)n3Cc3ccco3)c2C)no1,2.7%,-0.7%,3.2%,7.3%,0.8,1.0,-8.5%,-5.0%
